Screens (PubChem BioAssay)
mIAP block: inhibitors of mouse IAP, primary screen, biochemical, luminescence, uHTS. purified mouse IAP, CDP-Star luminescence, 30 min. inhibition, % at 10 µM. actives 0.2% (n = 330,000). AID 2806, 2010;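 active = inhibition of at least 40% at 10 µM in the primary screen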;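 note: plate controls were DMSO with enzyme for no effect and no enzyme wells for full effect; values of inactives mirror those of a sister screen read the other way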
mIAP act: activators of mouse IAP, primary screen, biochemical, luminescence, uHTS; muIAP, CDP-Star luminescence, 30 min; active compounds read high; 1 = vehicle-only enzyme signal, 0 = enzyme-free wells; activation factor at 10 µM; actives 0.24% (n = 330,000); AID 2805, 2010;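 active = activation factor of at least 2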; note: the source names both 10 and 20 µM as test concentration; values of inactives mirror those of a sister screen read the other way
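System: mouse IAP enzyme. Reagent: CDP-Star chemiluminescent phosphatase substrate. Benchmarks: DMSO wells, no-enzyme wells. Times: 30 min enzyme-substrate-compound incubation at room temperature. Detection: luminescence from enzymatic CDP-Star hydrolysis. Doses: test compounds delivered from DMSO solution.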
NR3A LBD binder: binders of NR3A ligand-binding domain, primary screen, biophysical, differential scanning fluorimetry, uHTS; Glutamate receptor ionotropic, NMDA 3A (GRIN3A) ligand-binding domain; NR3A LBD differential scanning fluorimetry, Tm shift; 0% = protein alone, 100% = glycine-bound protein; Tm shift relative to glycine control, % at 25 µM; actives 2.5% (n = 340,000); AID 1259313, 2017;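 active = melting temperature shift of at least 10% of the positive control shift, at one fixed dose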
MIN6 prolif: inducers of MIN6 beta-cell proliferation, primary screen, ATP luminescence, uHTS. actives 0.29% (n = 330,000). MIN6 cells proliferation, ATPlite luminescence, 48 h; cells starved in 0.2% serum; 100% = growth in 10% serum. proliferation, % at 10 µM. AID 2380, 2010;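 active = compounds whose signal lies at least 3.5 SD above the mean of all wells on their plate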;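 note: 0% = DMSO-treated cells in low-serum medium and 100% = 10% serum control; some compounds called inactive have numbers as strong as hits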
APOBEC3A inh: APOBEC3A ssDNA deaminase inhibitors, primary screen, selectivity assay for APOBEC3G inhibitor project, biochemical, FAM/TAMRA oligo cleavage fluorescence; recombinant A3A, FAM/TAMRA ssDNA deamination fluorescence; inhibition, % at 20 µM; actives 0.41% (n = 330,000);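 active = at least 40% inhibition at 20 µM here, with at most 30% in a related deaminase screen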;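 note: plate controls were A3A with DMSO for no effect and wells lacking A3A enzyme for full effect; some results filed as inactive read as strong as hits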
Target sequence (P31941 whole entry, looked up): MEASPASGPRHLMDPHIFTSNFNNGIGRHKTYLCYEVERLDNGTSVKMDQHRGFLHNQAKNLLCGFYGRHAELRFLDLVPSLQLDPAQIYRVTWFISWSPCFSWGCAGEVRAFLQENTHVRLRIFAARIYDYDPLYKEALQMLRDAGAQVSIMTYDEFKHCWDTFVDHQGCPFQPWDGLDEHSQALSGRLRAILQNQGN
MPTP inh: mitochondrial permeability transition pore inhibitors, primary screen, biochemical, isolated mouse mitochondria, absorbance; inhibition, % at 10 µM; Ca2+ swelling absorbance, 30 min; actives 1.4% (n = 360,000);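 active = inhibition of 50% or more, scaled per plate between neutral and stimulator controls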;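 note: 0% = DMSO wells given calcium and 100% = 1 mM EGTA wells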
hIAP inh: human IAP inhibitors, primary screen, biochemical, luminescence, uHTS | actives 0.12% (n = 330,000) | Intestinal-type alkaline phosphatase (Homo sapiens), P09923 | inhibition, % at 10 µM | purified IAP, CDP-Star luminescence, 30 min;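 active = inhibition reaching a set limit with compound at 10 µM in the primary screen, cut at about 35% in these data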;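 note: plate controls were DMSO wells with enzyme for no effect and no-enzyme buffer wells for full effect; values of inactives mirror those of a sister screen read the other way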
Target sequence (P09923 whole entry, looked up): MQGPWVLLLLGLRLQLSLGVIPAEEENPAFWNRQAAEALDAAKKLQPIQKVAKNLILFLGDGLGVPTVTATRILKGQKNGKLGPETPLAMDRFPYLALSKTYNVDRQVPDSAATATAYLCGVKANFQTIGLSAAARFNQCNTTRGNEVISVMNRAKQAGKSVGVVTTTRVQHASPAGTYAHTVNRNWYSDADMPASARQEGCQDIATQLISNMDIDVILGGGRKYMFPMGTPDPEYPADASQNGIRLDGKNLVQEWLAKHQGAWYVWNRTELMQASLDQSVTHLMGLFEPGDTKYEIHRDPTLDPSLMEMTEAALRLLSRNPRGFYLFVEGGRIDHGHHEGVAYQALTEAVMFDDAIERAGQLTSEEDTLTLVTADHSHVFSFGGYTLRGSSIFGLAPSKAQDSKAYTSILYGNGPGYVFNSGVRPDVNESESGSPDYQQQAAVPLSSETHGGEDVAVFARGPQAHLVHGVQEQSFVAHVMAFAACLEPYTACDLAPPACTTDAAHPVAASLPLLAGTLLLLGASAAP
hIAP act: human IAP activators, primary screen, biochemical, luminescence, uHTS; AID 2524, 2010; actives 0.16% (n = 330,000); activation factor at 10 µM; Intestinal-type alkaline phosphatase (Homo sapiens), P09923; purified human IAP, CDP-Star luminescence, 30 min; active compounds read high; 1 = vehicle-only enzyme, 0 = enzyme-free background;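 active = activation factor of the enzyme at least 2-fold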; note: the source names both 10 and 20 µM as test concentration; values of inactives mirror those of a sister screen read the other way
APOBEC3G inh: APOBEC3G DNA deaminase inhibitors, primary screen, biochemical, fluorescence, single-stranded DNA substrate, uHTS; DNA dC->dU-editing enzyme APOBEC-3G (Homo sapiens), Q9HC16; recombinant A3G, ssDNA deamination FAM/TAMRA fluorescence; inhibition, % at 20 µM; actives 0.28% (n = 330,000);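 active = inhibition of at least 40% at 20 µM, with no more than 30% in the related APOBEC3A deaminase screen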;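 note: plate controls were DMSO wells with A3G for no effect and wells lacking A3G enzyme for full effect; some compounds called inactive have numbers as strong as hits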
Target sequence (Q9HC16 whole entry, looked up): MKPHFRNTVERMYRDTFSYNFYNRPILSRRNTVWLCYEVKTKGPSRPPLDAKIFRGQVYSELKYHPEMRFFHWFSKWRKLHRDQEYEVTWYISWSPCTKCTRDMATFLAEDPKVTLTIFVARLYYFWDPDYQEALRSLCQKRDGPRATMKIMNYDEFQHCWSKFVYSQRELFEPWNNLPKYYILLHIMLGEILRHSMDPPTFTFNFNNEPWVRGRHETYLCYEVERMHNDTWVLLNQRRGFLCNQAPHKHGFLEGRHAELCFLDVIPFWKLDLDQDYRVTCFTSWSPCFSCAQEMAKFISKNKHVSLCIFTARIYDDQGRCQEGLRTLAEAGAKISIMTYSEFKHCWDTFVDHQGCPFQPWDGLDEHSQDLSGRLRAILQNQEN
Active calls of the source: *; . = no result given.

SMILES	mIAP block	mIAP act	NR3A LBD binder	MIN6 prolif	APOBEC3A inh	MPTP inh	hIAP inh	hIAP act	APOBEC3G inh
CC(=O)Nc1ccc(NC(=O)CCN2C(=O)c3ccccc3C2=O)cc1	-12.3	1.12	-0.7	-4.5	-3.6	0.1	7.2	0.928	-12.6
CCOC(=O)c1cc(NC(=O)Nc2ccccn2)c(C)nc1C	2.8	0.972	2.3	2.5	1.0	-1.3	-0.6	1.01	-0.9
Cc1cc(C)c2cc(C(=O)N3CCC(N4CCCCC4)CC3)[nH]c2c1	-7.1	1.07	0.1	-2.0	-2.6	0.4	-34.1	1.34	-6.5
O=C1CC(C(=O)N2CCN(c3ccccc3O)CC2)CN1Cc1ccccc1 (stereo unspecified)	1.0	0.99	-1.8	0.3	-0.2	-0.9	0.9	0.991	-5.7
O=C(Nc1ccnn1C1CCN(Cc2ccn[nH]2)CC1)c1ccccc1	0.0	1	-0.3	3.6	-1.0	0.1	-12.6	1.13	-0.9
COc1cc(C=O)ccc1OCCSc1ccc(Cl)cc1	14.4	0.856	1.7	-1.4	-2.2	-0.2	11.5	0.885	-3.3
Cc1ccc2c(c1)nnc1nnc(SCC(=O)O)n12	2.3	0.977	4.7	-0.2	-1.2	1.5	36.1*	0.639	-5.3
OCc1ccc(OCCCOc2cccc3cccnc23)cc1	11.8	0.882	-0.9	-2.7	-5.5	9.6	-10.5	1.1	-7.7
CCOC(=O)c1cn2nc(Oc3ccc(C#N)cc3)ccc2n1	-7.2	1.07	-1.9	1.6	2.1	0.5	-3.7	1.04	-0.4
COc1cc(/C=N/N2C(=O)C3C4C=CC(CC4)C3C2=O)ccc1O (stereo unspecified)	10.1	0.899	-0.2	0.9	-4.5	-0.9	5.1	0.949	-8.0
O=C(N/N=C/C1CCCCC1)c1ccccn1	12.6	0.874	1.6	-1.0	-5.0	-0.4	-12.8	1.13	-8.4
O=C(N/C(=C\c1ccc(Cl)cc1)C(=O)N1CCOCC1)c1ccc([N+](=O)[O-])cc1	-1.0	1.01	-0.9	2.5	-6.3	1.2	3.5	0.965	-5.6

An excerpt from above, reduced to MIN6 prolif and APOBEC3G inh:
canonical_smiles	MIN6 prolif	APOBEC3G inh
O=C1CC(C(=O)N2CCN(c3ccccc3O)CC2)CN1Cc1ccccc1 (stereo unspecified)	0.3	-5.7
O=C(Nc1ccnn1C1CCN(Cc2ccn[nH]2)CC1)c1ccccc1	3.6	-0.9
COc1cc(C=O)ccc1OCCSc1ccc(Cl)cc1	-1.4	-3.3
Cc1ccc2c(c1)nnc1nnc(SCC(=O)O)n12	-0.2	-5.3

Next section:
SMILES	mIAP block	mIAP act	NR3A LBD binder	MIN6 prolif	APOBEC3A inh	MPTP inh	hIAP inh	hIAP act	APOBEC3G inh
C=CCOc1cccc(C2C(C(=O)c3cccs3)=C(O)C(=O)N2Cc2cccnc2)c1 (stereo unspecified)	10.1	0.899	-1.2	-1.4	4.2	-0.3	-15.8	1.16	-10.6
O=C(Cc1ccccc1F)Nc1cccc(S(=O)(=O)N2CCOCC2)c1	-11.9	1.12	-1.0	0.8	-4.9	0.0	2.0	0.98	-5.4
CC(C)NC(=S)NC1(C)CCS(=O)(=O)C1 (stereo unspecified)	-9.3	1.09	0.1	-0.9	-3.5	-0.7	15.0	0.85	-4.9
O=C(NCCCN1CCOCC1)c1sc2cc(F)ccc2c1Cl	-2.9	1.03	0.1	0.9	-0.8	0.0	8.6	0.914	-5.0
CN(Cc1ccc(F)cc1)C(=O)COc1ccccc1-c1ccccc1	-7.2	1.07	-1.4	-6.1	-1.4	-0.8	8.7	0.913	-7.2
COc1ccc(CCNC(=O)CN(Cc2ccc(Cl)cc2)S(C)(=O)=O)cc1OC	0.2	0.998	2.0	-0.8	-3.4	-1.9	-12.3	1.12	-9.4
Cc1ccc(C(C)C)c(OCc2nn(CC(=O)c3ccc(Cl)cc3)c3[n+]2CCCCC3)c1	7.1	0.929	-0.4	-6.5	1.4	38.5	10.1	0.899	-1.5
COc1cccc(C(=O)Nc2cc(C)ccc2NC(=O)COc2ccccc2)c1	0.4	0.996	0.3	5.6	0.0	-1.6	3.1	0.969	-6.3
CCCN(CC(=O)Nc1ccc(Cl)cc1Cl)C(=O)CC(NC(C)=O)c1ccccc1 (stereo unspecified)	1.3	0.987	1.0	-2.8	-1.8	-0.4	-22.6	1.23	-6.1
NNC(=O)CCCCCCCCCCOCCCCO	6.7	0.933	0.2	0.2	-0.9	1.7	11.1	0.889	-0.4
CC(=O)Nc1ccc(NC(=O)CCCn2cnc3ccccc3c2=O)cc1	-3.3	1.03	1.8	-0.7	-3.1	0.5	-4.3	1.04	-9.2
COC(=O)c1ccccc1NC(=O)CSc1nnc(C(CO)NC(=O)c2ccccc2)n1C (stereo unspecified)	4.4	0.956	-0.5	-3.3	-0.5	-0.9	12.9	0.871	-2.8
O=C(NCc1ccon1)C1CCC(=O)N(CCc2ccc(Cl)cc2)C1 (stereo unspecified)	-3.8	1.04	0.2	-1.4	-4.6	-0.6	14.4	0.856	-10.9
CN1C(=O)c2cccc3c(N(C)C)ccc(c23)C1=O	-0.1	1	0.4	2.1	-1.1	0.0	-16.3	1.16	-12.9
Cc1ccc(/C=C(/C#N)c2nc(CCN3C(=O)c4ccccc4C3=O)cs2)cc1	8.3	0.917	2.5	-3.7	-0.6	2.8	-87.0	1.87	-3.0
CC(=O)N1CCCc2cc(S(=O)(=O)NCc3ccc(C)cc3)ccc21	-0.6	1.01	0.7	-0.4	-3.7	0.8	25.2	0.748	-4.8
COc1ccc(CNc2nc(-c3cccnc3)nn2C(=O)c2ccco2)cc1	11.4	0.886	-6.7	0.8	-3.1	-2.0	-47.9	1.48	-7.4
COc1ccc(CCC(=O)NCCOc2ccccc2Cl)cc1	-10.3	1.1	-2.8	0.8	-2.9	1.8	-7.8	1.08	-5.8
Cc1nc(SCC(=O)Nc2ccccc2)c2oc3ccccc3c2n1	4.2	0.958	0.3	-6.4	2.3	3.5	-0.9	1.01	0.2
Cc1nnsc1C(=O)NNc1c(Cl)cccc1Cl	-14.7	1.15	0.0	0.2	-6.6	0.9	-9.6	1.1	-3.6
CCCC(=O)NC(=S)NNC(=O)c1ccc([N+](=O)[O-])cc1	2.4	0.976	-5.7	1.9	-3.7	0.9	-6.8	1.07	9.2
COc1ccc2c(Cl)c(C(=O)NCCCn3ccnc3)sc2c1Cl	-6.6	1.07	0.7	-0.5	-11.8	-1.5	-5.7	1.06	4.8
COc1cccc(CC(=O)NC2CCCN(Cc3ccc(Cl)cc3)C2)c1 (stereo unspecified)	-2.1	1.02	-0.9	-0.7	-6.2	-0.3	-0.6	1.01	-4.9
CCOC(=O)c1c(C)c(C(=O)NCCCOC(C)C)c(C)n1C	0.0	1	0.6	-1.5	4.3	1.4	18.7	0.813	-7.7

In a second layout: results already given
Below each SMILES – mIAP block	mIAP act	NR3A LBD binder	MIN6 prolif	APOBEC3A inh	MPTP inh	hIAP inh	hIAP act	APOBEC3G inh
- CN1C(=O)c2cccc3c(N(C)C)ccc(c23)C1=O
 : -0.1	1	0.4	2.1	-1.1	0.0	-16.3	1.16	-12.9
- O=C(NCc1ccon1)C1CCC(=O)N(CCc2ccc(Cl)cc2)C1 (stereo unspecified)
 : -3.8	1.04	0.2	-1.4	-4.6	-0.6	14.4	0.856	-10.9

Following part
SMILES	mIAP block	mIAP act	NR3A LBD binder	MIN6 prolif	APOBEC3A inh	MPTP inh	hIAP inh	hIAP act	APOBEC3G inh
COc1ccc(Nc2oc(COc3ccc(C)cc3)nc2C#N)cc1	-7.4	1.07	-1.0	-4.2	1.8	11.6	-26.0	1.26	2.9
COc1cccc(NS(=O)(=O)c2cc3c(cc2C)NC(=O)CO3)c1	3.4	0.966	-9.3	-4.0	0.0	1.7	-4.2	1.04	3.1
CC12CCC(C(=O)Nc3ncc([N+](=O)[O-])s3)(OC1=O)C2(C)C (stereo unspecified)	-1.9	1.02	0.0	-2.7	2.4	7.5	-2.3	1.02	-0.9
CC1=NN(c2ccccc2)C(=O)C1N=Nc1ccc(N)cc1 (stereo unspecified)	15.7	0.843	-6.8	-2.9	24.6	7.4	8.7	0.913	16.9
COc1ccccc1CN(CC(=O)NCc1ccco1)C(=O)CNS(=O)(=O)c1ccccc1	-2.4	1.02	-0.4	-1.5	-3.3	-1.3	-9.6	1.1	-2.0
O=C(NCc1ccccc1)c1ccc(F)c(S(=O)(=O)N2CCOCC2)c1	2.7	0.973	2.6	-2.3	2.9	0.0	-3.1	1.03	-2.3
CCOC(=O)c1c(C)nc2c(c1C)/C(=N/O)CC(C)(C)C2	1.6	0.984	-0.6	-2.9	-1.2	4.6	20.4	0.796	-4.0
CCCc1nnc(NC(=O)CCS(=O)(=O)c2ccccc2)s1	-5.0	1.05	-2.4	-2.9	6.1	-2.4	-0.2	1	-2.4
COc1cc([N+](=O)[O-])ccc1NC(=O)Cc1ccc(F)cc1	10.7	0.893	-0.3	-1.9	0.1	-1.5	11.0	0.89	1.0
Oc1cncc(-c2cccnc2)c1	-0.3	1	-2.7	1.8	-3.7	-0.2	-18.5	1.19	-8.9
O=c1cc(CN2CCN(c3cccc(C(F)(F)F)c3)CC2)nc2sccn12	4.9	0.951	-2.4	-1.9	0.7	.	13.0	0.87	-3.2
CCC(=O)N1CCN(c2ccc(Cl)cc2NC(=O)c2ccc(N3CCCC3)c([N+](=O)[O-])c2)CC1	2.2	0.978	-1.3	-3.8	3.9	-5.6	2.0	0.98	3.8
COc1ccc(CCN2C(=O)CC(Cc3ccc(C)cc3)C2=O)cc1OC (stereo unspecified)	0.1	0.999	0.8	2.0	-0.7	-1.2	2.8	0.972	-4.9
O=C(NCCc1ccccc1)C1CCCN1C(=O)NCc1ccccc1 (stereo unspecified)	-3.8	1.04	1.1	-1.4	-1.1	1.0	-3.7	1.04	-1.4
CCCn1c(=N)n(CC(=O)c2ccc([N+](=O)[O-])cc2)c2ccccc21	21.7	0.783	-7.1	-5.8	1.6	1.9	5.5	0.945	-1.0
Cc1ccc(Cl)cc1N1CCN(C(=O)c2ccccc2SCC(=O)N2CCCC2)CC1	-2.9	1.03	1.7	-4.2	-2.2	-2.3	5.0	0.95	-5.8
COC(=O)CCN(C(=O)C12CC3CC(CC(C3)C1)C2)c1ccccn1	6.5	0.935	0.8	-4.1	-4.8	-0.6	-22.3	1.22	14.1
CN(C)/C=C(/C(=O)c1ccc(Cl)c(Cl)c1)S(C)(=O)=O	2.1	0.979	2.2	1.4	-2.4	-1.6	-16.5	1.17	-3.7
COc1ccc(OC)c(N(CC(=O)NC2CC2)S(=O)(=O)c2ccc(C)cc2)c1	-1.9	1.02	2.8	-0.2	4.5	0.9	0.6	0.994	-0.9
O=C(CCC1CCCN(C(=O)c2cccs2)C1)N1CCN(c2ccccn2)CC1 (stereo unspecified)	1.8	0.982	-2.0	-3.0	2.0	-0.9	0.1	0.999	-4.3
C=CCN1C(=O)c2ccc(C(=O)N(C)Cc3ccc(C)o3)cc2C1=O	-6.1	1.06	-0.3	0.5	-0.4	0.0	-16.0	1.16	15.0
